# Screening results (PubChem)
# IEC-6 cytotox – IEC-6 cytotoxicity, counter-screen for KLF5 inhibitors; luminescence viability; inhibition, % at 5 µM; 290,000 compounds, 0.78% hits; AID 1825; in the data active = inhibition above about 22%;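 note: 0% = plate median of test compound wells and 100% = cytotoxic reference compound wells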
# HIF act – HIF pathway transcriptional activation | U2OS HRE-luciferase reporter, luminescence; normalized: DMSO 0%, desferrioxamine 100% | activation, % at 7.5 µM (by protocol) | 300,000 compounds, 0.32% hits;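 active = mean activation of at least 10% of the iron chelator positive control signal, with at least half of replicates also reaching 10%; inconclusive = mean and replicate majority disagree about reaching 10%; inactive = mean and most replicates under 10%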
# aSyn 5UTR inh – 5' untranslated region of α-synuclein, MLPCN primary screen; alpha-synuclein 5'UTR reporter, inhibitor activity; inhibition, % (tested at 7.5 µM); 300,000 compounds, 0.82% hits; in the data active = inhibition above about 60%; inconclusive = no clear call, values can overlap the other calls;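 note: H4 neuroglioblastoma cells stably carrying SNCA 5'UTR luciferase fusion; 0% = DMSO wells and 100% = positive control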
# AI-2 QS modul – Vibrio harveyi AI-2 quorum sensing modulation; Vibrio harveyi JMH597 AI-2 luminescence/OD600 ratio, 9 h; stronger effect = lower value; strain lacks LuxN and CqsS sensors; 0 = neutral-control median; activity change, % at 7.5 µM; 300,000 compounds, 0.4% hits; in the data active = activity change below about -75%, passing the limit was not always enough; inconclusive = no clear call, values can overlap the other calls;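 note: luminescence divided by OD600 gain over 9 h not by final OD600 alone; inactives centre near 13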
# HDAC3 inhib – blocks human histone deacetylase 3 | O15379 | inhibition, % at 8.3 µM | 320,000 compounds, 0.15% hits | recombinant HDAC3, fluorogenic peptide/trypsin coupled, fluorescence | AID 2718; in the data active = inhibition above about 26%, passing the limit was not always enough; inconclusive = no clear call, values can overlap the other calls
# Target sequence (O15379 whole entry, looked up): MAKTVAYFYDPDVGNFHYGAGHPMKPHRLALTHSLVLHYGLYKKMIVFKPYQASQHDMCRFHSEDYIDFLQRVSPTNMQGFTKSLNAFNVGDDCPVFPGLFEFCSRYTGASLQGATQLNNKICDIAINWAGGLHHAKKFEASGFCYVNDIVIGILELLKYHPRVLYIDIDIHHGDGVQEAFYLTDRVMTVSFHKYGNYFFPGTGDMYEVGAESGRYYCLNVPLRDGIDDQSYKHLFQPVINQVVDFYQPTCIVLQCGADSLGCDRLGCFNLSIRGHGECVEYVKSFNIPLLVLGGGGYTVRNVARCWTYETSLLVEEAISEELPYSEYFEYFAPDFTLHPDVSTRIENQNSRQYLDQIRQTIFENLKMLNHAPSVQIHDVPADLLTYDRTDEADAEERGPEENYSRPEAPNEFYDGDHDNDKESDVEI
# HSF1 inhib – HSF1 inhibition; activity change, negative = inhibition, % at 7.5 µM (by protocol); AID 2098; NIH3T3-HGL HSE-luciferase, MG132-induced, luminescence 8 h; stronger effect = lower value; 300,000 compounds, 0.77% hits;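 active = more than half of replicate wells show activity change below -50%, luminescence cut by over half; inconclusive = some wells, but at most half, below -50%; inactive = no replicate well below -50%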;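 note: luciferase reports HSF-1 transcriptional activity via heat shock element; 0% = median of DMSO wells and -100% = zero luminescence signal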
# HSP90 inh – blocks HSP90-mediated luciferase refolding in reticulocyte lysate; Rabbit reticulocyte lysate, luciferase refolding luminescence, 3 h; inhibition, % at 5.6 µM; 290,000 compounds, 0.91% hits; AID 1789;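 active = inhibition above the screen-wide mean plus 3 SD, computed separately per campaign, cut at about 16% in these data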;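 note: 0% = DMSO wells and 100% = 60 µM geldanamycin wells; inhibitors lower the luminescence because luciferase stays unfolded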
# HSF-1 act – increases HSF-1 driven luciferase reporter signal; 300,000 compounds, 1.7% hits; NIH3T3-HGL HSF-1 luciferase reporter, MG132, 8 h; 100% = twice DMSO control signal; activation, % at 9 µM;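 active = mean replicate activation of at least 50% with a set share of replicates each reaching 50%; inconclusive = only one of those two conditions met; inactive = mean below 50% and too few replicates reaching it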;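 note: 0% = median of the neutral control wells and 100% = twice that signal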
# Platelet DG rel – platelet dense granule release activity; human platelet-rich plasma, SFLLRN dense granule ATP release, luminescence; inhibition, %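 (compounds screened at 7.5 µM in platelet-rich plasma)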; AID 1663; 300,000 compounds, 0.22% hits;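 active = mean replicate score, as percent of positive control, at or above 50; inconclusive = mean below 50 but at least one replicate at or above 50; inactive = mean and every replicate below 50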
# KLF5 inhibitor – kruppel-like factor 5 inhibition; DLD-1 KLF5 promoter-luciferase reporter, luminescence; inhibition, % at 5 µM; 290,000 compounds, 0.23% hits;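 active = inhibition above a per-plate limit of that plate's mean compound inhibition plus 3 SD, cut at about 60% in these data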;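 note: 0% = DMSO wells and 100% = LY294002 at 200 µM; higher means less KLF5 promoter-driven luciferase light; inactives centre near -14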
# * hit, by the source's call; ? = inconclusive; . = no result given.
SMILES,IEC-6 cytotox,HIF act,aSyn 5UTR inh,AI-2 QS modul,HDAC3 inhib,HSF1 inhib,HSP90 inh,HSF-1 act,Platelet DG rel,KLF5 inhibitor
C/C(=N\NC(=O)c1ccc(NS(=O)(=O)c2cccs2)cc1)c1ccccn1,-1.4,-0.1,71.5*,30.7,.,3.7,-3.2,-3.3,5.9,-18.0
Nc1nc(SCc2ccccc2Cl)ns1,-4.0,0.8,-22.4,-7.5,6.5,?,-2.2,-10.4,0.4,-45.9
COc1ccc(C(CNC(=O)/C=C/c2c(Cl)nc3ccccn23)N(C)C)cc1 (centres undefined),0.8,0.1,-0.9,9.6,1.3,0.9,2.5,-2.7,2.5,-11.1
C/C(N)=C(/C#N)C(=O)COC(=O)CNS(=O)(=O)c1ccc(C)cc1,-4.8,-0.1,-0.6,-1.7,5.1,5.1,-0.1,5.9,-7.7,-10.5
O=C(CSc1nnc(CNc2ccc(F)cc2)n1CC1CCCO1)N1CCOCC1 (centres undefined),-4.1,0.2,-0.1,10.3,.,-4.5,-2.8,4.4,3.4,2.0
O=C(NCc1ccccc1)c1cc(-c2ccco2)on1,1.6,1.2,-96.8,-49.0,-4.1,5.8,0.4,18.1,-2.7,-32.8
Cc1ccc(Cl)cc1N1CCN(C(=O)C(C)n2ncn3cccc3c2=O)CC1 (centres undefined),-9.3,-0.1,24.6,-2.2,-3.6,-4.7,-4.0,-27.1,0.0,-21.9
CCOCCCNC(=O)CN1CCN(Cc2ccccc2C)C1=O,-4.9,0.0,18.9,14.4,-2.0,0.6,1.6,-2.0,-21.0,-39.3
Nc1cc(N)nc(SCC(=O)c2ccc3c(c2)NC(=O)CO3)n1,5.6,-0.9,2.3,1.5,5.9,4.4,0.0,-2.8,6.6,-10.1
O=C1c2ccccc2C(=O)N1CCCCSc1nc2ccccc2o1,5.3,0.3,-2.8,12.4,0.2,3.0,-2.0,18.5,6.4,-10.9
CCOC(=O)c1sc(-c2ccccn2)nc1C,-1.5,4.8,-125.5,10.6,3.7,5.5,-1.9,18.6,2.9,-14.7
C=CCn1c(SCC(=O)c2ccc(O)c(O)c2)nnc1-c1cccnc1,-4.8,-0.5,2.7,3.4,3.9,-3.7,-0.2,-5.9,2.6,-20.3
CC(C)(c1ccccc1)c1ccc(OCCCN2CCNCC2)cc1,-5.0,-0.1,-42.4,18.7,1.0,20.7,-1.8,56.1*,-6.3,-31.2
COC(=O)c1ccc(COc2ccccc2/C=N/NC(N)=O)o1,3.3,0.3,-5.9,1.1,8.2,-11.7,-3.5,2.3,-13.6,-28.4
COc1cccc(C(C(=O)NCc2ccco2)N(Cc2ccco2)C(=O)Cn2nnc3ccccc32)c1 (centres undefined),-2.0,-0.2,-4.2,21.9,-4.3,20.8,-0.5,24.3,7.3,-6.7
COc1cc2cc(Oc3ccc4ccc(=O)oc4c3)c(=O)oc2cc1OC(=O)/C=C/c1ccccc1,.,-0.5,-13.3,12.7,?,-0.7,.,-6.5,-1.1,.
CCN(CC)S(=O)(=O)c1ccc(N2CCN(C)CC2)c(NC(=O)CSCC(=O)Nc2cccc(C)c2)c1,.,-0.3,-14.4,-6.6,2.8,-3.8,.,-12.7,11.8,.
COc1ccc(-n2c(SCC(=O)N3CCOCC3)nc3ccccc3c2=O)cc1,-5.6,-0.3,-3.4,19.7,-2.1,-0.9,-5.2,2.6,17.1,-23.8
Cc1cccc(CSc2nn3c(=O)c(C)nnc3s2)c1,5.1,0.4,-17.0,9.9,-7.2,9.5,2.4,36.8,-2.8,-4.9
CCn1c(=O)c(CCC(=O)NCC2CCCO2)c(C)c2c(C)nn(-c3ccc(C)cc3)c21 (centres undefined),-7.1,-0.1,-30.0,9.3,-3.9,0.7,9.4,10.5,-4.0,-56.0
O=C(Cc1ncc(C(F)(F)F)cc1Cl)NCc1cccnc1,-8.9,1.0,6.4,10.5,0.5,0.9,-1.4,-0.2,-4.6,0.7
CCOC(=O)C1=C(COC(=O)CCNS(=O)(=O)c2ccc(NC(C)=O)cc2)NC(=O)NC1C (centres undefined),.,-0.6,-3.9,32.3,3.7,-13.5,.,-9.5,10.9,.
COC(=O)c1ccc(C(=O)OC)c(N)c1,1.6,0.5,-25.6,21.3,-78.2,.,-0.7,.,0.5,15.7
COc1ccc(CCNC(=O)c2cc([N+](=O)[O-])cc([N+](=O)[O-])c2)cc1OC,0.2,0.9,0.3,25.9,1.5,-4.3,3.8,-21.7,7.2,0.6
Cc1cc(CN(C)C(=O)c2ccc3nc(Cc4ccccc4F)oc3c2)n[nH]1,0.6,0.2,-33.4,-58.1,2.2,-1.3,-0.9,-5.2,-25.3,-30.2
COc1ccc(OC)c(CCNC(=O)C2CCN(c3nnc(-n4cccc4)s3)CC2)c1,4.4,0.0,20.6,21.9,-2.0,-2.7,1.9,-6.4,-18.2,-33.7
Cc1ccc(-n2nc3ccc(NC(=O)/C=C/c4ccco4)cc3n2)cc1C,-4.0,2.2,-153.6,15.1,.,15.0,-1.1,21.6,0.8,-54.4
COC(=O)C1C(=O)CC(C)(O)C(C(=O)OC)C1c1ccc2c(c1)OCO2 (centres undefined),-7.4,0.0,13.2,38.0,0.3,-6.0,-3.5,-5.9,-14.0,-17.2
O=C(/C=C/c1ccccc1Cl)c1ccccc(=O)c1O,2.9,1.5,-37.2,18.8,9.2,6.9,4.6,4.7,-11.7,-2.5
COC(=O)c1ccc(OC)c(NS(=O)(=O)c2ccc(-n3cnnn3)cc2)c1,2.3,-9.2,-8.6,.,-0.2,4.1,-3.5,3.0,-6.4,-8.2
Cc1nc[nH]c(=O)c1Br,5.2,.,-4.3,19.3,4.4,.,-3.2,.,0.5,2.5
CCc1cccc(C)c1NC(=O)Nc1ccc2c(c1)OCO2,-3.8,-0.1,1.8,7.7,3.9,-8.5,3.4,38.0,-6.7,-34.0
CC(C)(O)C#Cc1ccc(C(=O)N2CCN(c3ccc(Cl)cc3)CC2)cc1,0.7,-0.2,-5.9,22.1,-0.7,5.5,-1.2,-0.6,2.9,-6.8
CC(C)COC(=O)c1ccccc1OC(=O)c1ccncc1,1.9,-0.1,-2.3,12.0,2.5,-7.7,1.0,-3.0,4.1,10.8
Cc1ccc(OC(=O)C2CCN(C(=O)c3ccccc3C)CC2)c(Br)c1,.,-2.6,-5.4,24.9,0.8,5.4,.,0.4,1.5,.
Cc1cccc2cc(CN(Cc3cccs3)C3(c4nnnn4C4CCCC4)CCCC3)c(=O)[nH]c12,-0.6,0.0,0.2,8.8,0.8,3.8,5.0,-0.1,11.5,-11.9
CCCC(=O)NC(c1ccccc1)c1ccc2cccnc2c1O (centres undefined),42.4*,50.7*,65.4*,.,7.9,-42.8,20.5*,-48.7,-1.6,88.6*
CCOC(=O)Cc1csc(NC(=O)Cc2ccc(Cl)cc2)n1,8.7,0.3,-5.2,1.8,-3.4,4.6,1.4,18.3,3.6,18.9
COc1ccc(-c2nn(-c3ccccc3)cc2/C=N/NC(=O)c2ccc(Br)o2)cc1,4.3,3.5,-97.5,15.6,9.9,9.5,-1.1,8.5,4.9,6.3
CCOC(=O)c1ccc(NC(=O)CN2C(=O)C3C4C=CC(C4)C3C2=O)cc1 (centres undefined),0.1,-1.1,-1.8,13.0,4.5,0.1,2.3,9.4,-0.7,-32.3
Cc1cccc(C(=O)Nc2ccc(O)c3c(=O)cc(-c4ccccc4Cl)oc23)c1,1.2,0.0,-11.5,17.3,3.5,7.3,0.9,4.6,-1.4,-5.2
COc1cc(CNC(C)C23CC4CC(CC(C4)C2)C3)cc(OC)c1OC (centres undefined),-1.7,0.8,-5.2,24.3,5.7,0.0,2.3,4.4,-1.6,-16.3
COc1ccc(CNC(=O)CN2C(=O)COc3ccc(S(=O)(=O)N4CCOCC4)cc32)cc1,-6.9,-0.3,3.2,7.9,6.0,-3.9,-3.7,12.9,0.1,-14.1
CCOc1ccccc1C(=O)NN1C(=O)C2CCCCC2C1=O (centres undefined),-2.5,0.0,4.2,1.7,-16.8,-5.2,-2.2,10.3,2.2,4.7
COc1ccc(S(=O)(=O)Nc2c(C)n(C)n(-c3ccccc3)c2=O)cc1Br,0.0,0.1,-5.5,20.9,0.7,-7.5,-6.0,8.4,4.8,-30.2
